# Screening data: PubChem, The Scripps Research Institute Molecular Screening Center
# OXTR potentiator: human OXTR potentiation; P30559; CHO-OTR cells, Fluo-8 calcium fluorescence, potentiator mode; 0% = oxytocin EC15, 100% = EC100; activation, % at 3 µM; 320,000 tested, 0.061% active;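 active means activation above that plate's cutoff, the mean activation of tested compounds plus 3 SD, cut at about 6.6% in these data, passing the limit was not always enough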;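 further: 100% uses oxytocin at 75 nM as the full agonist control; some results filed as inactive read as strong as hits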
# Target sequence (P30559 whole entry, looked up): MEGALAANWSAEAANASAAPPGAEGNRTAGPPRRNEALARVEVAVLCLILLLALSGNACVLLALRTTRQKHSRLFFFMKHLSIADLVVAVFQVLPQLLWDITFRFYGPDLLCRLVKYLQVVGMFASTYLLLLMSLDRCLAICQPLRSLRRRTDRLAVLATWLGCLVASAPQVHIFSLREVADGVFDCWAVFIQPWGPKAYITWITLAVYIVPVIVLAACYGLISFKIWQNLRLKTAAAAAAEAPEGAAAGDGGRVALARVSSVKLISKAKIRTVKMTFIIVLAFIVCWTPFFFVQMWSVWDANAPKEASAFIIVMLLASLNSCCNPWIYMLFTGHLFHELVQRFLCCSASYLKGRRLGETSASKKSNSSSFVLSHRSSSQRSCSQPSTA
#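 System: human OTR in CHO cells; Also added: sub-maximal oxytocin, roughly EC15; Timing: compound 6 min at room temperature before oxytocin, 100 s read; Technique: Fluo-8 intracellular calcium fluorescence, ex 470-495, em 515-575 nm; Controls: oxytocin EC15 low and EC100 high; Replication: singlicate.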
# M1 antag: human CHRM1 antagonism; CHO-K1 hM1, Fluo-8 calcium fluorescence, ACh EC80 antagonist; inhibition, % at 3 µM; 360,000 tested, 1.3% active; AID 588852;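 active means percent inhibition above its own plate's cutoff, namely the mean of that plate's compound wells plus 3 SD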;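 further: peak over basal fluorescence ratio during 140 s after agonist addition; 0% = ACh EC80 plus DMSO and 100% = DMSO alone without agonist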
# CHO-K1 Ca ag: counter-screen for M1 agonists: effect in parental CHO-K1 cells; Fluo-8 calcium fluorescence; scaled to maximal ATP response, vehicle zero; activation, % at 3 µM; 360,000 tested, 0.48% active; AID 602248; in the data active means activation above about 15%;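 further: untransfected CHO-K1 host cells lacking M1 receptor as counterscreen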
# CHO parental Ca: counter-screen: ATP calcium response change in parental CHO cells. inhibition, % at 5.6 µM. 330,000 tested, 0.63% active. AID 463079. parental CHO-K1, ATP-induced calcium, Fluo-8 fluorescence;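 active means inhibition above that plate's mean sample inhibition plus 3 SD, cut at about 26% in these data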;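 further: 0% = ATP-challenged DMSO wells and 100% = DMSO wells without ATP; some compounds past the cut are filed as inactive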
#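 material = parental CHO cells | also added = ATP as calcium-mobilizing challenge | dosing = single point at 5.6 µM | detection = intracellular calcium via Fluo-8 no-wash fluorescent dye | read-out = % inhibition | benchmarks = low control ATP plus DMSO, high control DMSO only | repeats = one well per compound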
# M4 antag: CHRM4 antagonism in calcium assay | inhibition, % at 3 µM | 360,000 tested, 0.73% active | P08173 | CHO-hM4 cells, ACh EC80, Fluo-8 calcium fluorescence;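 active means inhibition above its plate's cutoff, the mean inhibition of sample wells plus 3 SD, cut at about 27% in these data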;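 further: 0% = acetylcholine EC80 with DMSO and 100% = DMSO without agonist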
# Target sequence (P08173 whole entry, looked up): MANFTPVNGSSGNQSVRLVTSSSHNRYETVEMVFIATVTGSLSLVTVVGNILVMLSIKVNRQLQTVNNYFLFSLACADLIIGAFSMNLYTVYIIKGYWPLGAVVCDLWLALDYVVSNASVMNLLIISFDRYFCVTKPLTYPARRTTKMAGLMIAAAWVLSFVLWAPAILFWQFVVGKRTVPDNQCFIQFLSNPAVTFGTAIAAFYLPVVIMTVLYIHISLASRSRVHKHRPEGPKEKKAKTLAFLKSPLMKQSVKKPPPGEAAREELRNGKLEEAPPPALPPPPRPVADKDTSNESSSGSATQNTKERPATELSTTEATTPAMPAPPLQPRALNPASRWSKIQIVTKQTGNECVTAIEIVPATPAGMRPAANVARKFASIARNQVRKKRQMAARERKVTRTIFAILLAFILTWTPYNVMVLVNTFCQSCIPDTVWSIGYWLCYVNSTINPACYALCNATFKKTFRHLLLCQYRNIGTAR
# CHO-K1 Ca antag: counter-screen for M1 antagonists: effect in parental CHO-K1 cells. ATP-induced calcium, Fluo-8 fluorescence. inhibition, % at 3 µM. 360,000 tested, 0.6% active;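 active means inhibition above a per-plate cutoff, the plate's mean sample inhibition plus 3 SD, cut at about 24% in these data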;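 further: 0% = DMSO plus EC80 ATP and 100% = DMSO alone without ATP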
# CHRM1 agonist: human M1 muscarinic receptor agonism. CHO-K1 hM1, Fluo-8 calcium fluorescence, agonist mode; 0% DMSO, 100% acetylcholine EC100. activation, % at 3 µM. P11229. 360,000 tested, 0.33% active. AID 588814;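 active means activation above the run's mean compound activation plus 3 SD, cut at about 16% in these data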;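 further: peak over basal fluorescence ratio within a 140 s kinetic read after compound addition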
# M4 ag: CHRM4 agonism in calcium assay; P08173; CHO-K1 hM4/Gqi5, Fluo-8 calcium fluorescence; vehicle 0%, full acetylcholine response 100%; activation, % at 3 µM; 360,000 tested, 0.14% active;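 active means activation above the run mean over all test wells plus 3 SD, cut at about 32% in these data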;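 further: peak over basal fluorescence ratio per well then scaled between controls; 0% = DMSO wells and 100% = acetylcholine at EC100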
# M1 PAM: human CHRM1 positive allosteric modulation; P11229; CHO-K1 hM1, Fluo-8 calcium fluorescence, ACh EC20; 0% = ACh EC20, 100% = maximal ACh; activation, % at 3 µM; 360,000 tested, 0.088% active; AID 588819; in the data active means activation above about 19%, passing the limit was not always enough
# * hit, by the source's call; nt = no result given.
Compound,OXTR potentiator,M1 antag,CHO-K1 Ca ag,CHO parental Ca,M4 antag,CHO-K1 Ca antag,CHRM1 agonist,M4 ag,M1 PAM
CCc1cc2c(=O)c(-c3ccc4c(c3)OCO4)coc2c(CN(C)C)c1O,-8,-11,-0.3,-22,-5,-8,-10,1,7
CCOC(=O)N1CCc2c(sc3ncn(Cc4ccc(F)cc4)c(=O)c23)C1,1,-18,2.3,-16,10,-18,-1,2,13
CN(NC(=O)c1ccccc1F)c1ncccc1[N+](=O)[O-],2,-10,0.9,3,-4,-7,-3,0,11
CC(C)C(NC(=O)c1ccc(C(C)(C)C)cc1)C(=O)NC1=NCCS1 (stereo not given),-12,-17,0.9,-20,-2,-7,-1,1,12
Cc1[nH]c2ccccc2c1/C=N/Nc1ccccc1[N+](=O)[O-],-8,-7,-0.5,-18,-4,8,-7,-1,5
O=C(Cc1ccc(NC2=NC3CS(=O)(=O)CC3S2)cc1)NCc1ccccc1Cl (stereo not given),-2,-10,-0.2,-1,-29,5,-3,0,2
COc1ccc(C(=O)CC(=O)C(=O)Nc2cc(OC)ccc2OC)cc1,-13,-3,2.0,-14,0,-14,-4,1,6
CC(=O)c1ccc(NC(=O)COC(=O)C2C3CC4OC(=O)C2C4C3)cc1 (stereo not given),-2,-14,1.2,-14,-8,-11,-1,2,15
COc1ccc(N2C(=O)/C(=C/c3cccnc3)NC2=S)cc1,-1,-9,0.9,-5,-1,-5,-4,-2,4
CCN1CCN(C(c2cccs2)C(C)NC(=O)c2ccccc2F)CC1 (stereo not given),-6,-4,0.1,-8,-8,-18,-14,0,5

# Some of these compounds in order of their number in M1 antag, largest number first:
molecule | OXTR potentiator | M1 antag | M4 antag | CHRM1 agonist | M4 ag | M1 PAM
COc1ccc(C(=O)CC(=O)C(=O)Nc2cc(OC)ccc2OC)cc1 | -13 | -3 | 0 | -4 | 1 | 6
Cc1[nH]c2ccccc2c1/C=N/Nc1ccccc1[N+](=O)[O-] | -8 | -7 | -4 | -7 | -1 | 5
CN(NC(=O)c1ccccc1F)c1ncccc1[N+](=O)[O-] | 2 | -10 | -4 | -3 | 0 | 11

# Following part.
Compound,OXTR potentiator,M1 antag,CHO-K1 Ca ag,CHO parental Ca,M4 antag,CHO-K1 Ca antag,CHRM1 agonist,M4 ag,M1 PAM
CCCCCCCC1c2c(c(C)c(C)oc2=O)Oc2c(C)c(C)oc(=O)c21,2,2,-0.1,-13,-1,-12,-5,0,1
O=C(CCCOc1ccccc1)NCCc1ccccc1,-5,-2,-0.1,-6,0,-13,-7,0,7
Cc1ccc([N+](=O)[O-])cc1N1C(=O)CS/C1=N\NC(=O)c1cccnc1,-13,-7,0.5,4,6,-2,-1,1,7
OCCCNC(c1ccccc1)c1ccc(O)cc1 (stereo not given),-10,-12,0.0,-14,1,4,-2,0,-2
O=C(OCC(=O)N1CCCC1=O)c1ccc(Cl)cc1[N+](=O)[O-],-8,12,0.5,7,-2,20,0,1,-6
O=C(Nc1cccc(Oc2ccc3c(c2)C(=O)NC3=O)c1)c1ccco1,-11,-6,2.4,-17,-9,-17,-3,6,4
CCCC(c1nnnn1Cc1ccc(OC)cc1)N1CCC(C(N)=O)CC1 (stereo not given),-15,-20,0.9,9,-7,-4,-3,1,-1
Cc1ccc(CNc2ccc(N3CCOCC3)c(Cl)c2)cc1,-19,-21,0.6,-4,-2,-5,-1,1,14
CCc1nc(N[C@@H](Cc2c[nH]c3ccccc23)C(=O)O)c2oc3ccccc3c2n1,-9,-4,-0.4,-14,2,-4,-1,1,5
COc1ccc(Cl)cc1NC(=O)C1CCCN(c2cc(C)nc3ncnn23)C1 (stereo not given),-2,-3,0.7,-14,0,-1,-12,2,4
O=C(CNC(=O)c1[nH]cnc1C(=O)NC(c1ccccc1)c1ccccc1)OCc1ccccc1,-8,21,2.4,-23,18,1,-1,16,-15
COc1ccc(CNC(=O)C2=CC(c3ccc(C)cc3)=NS(=O)(=O)N2C)cc1,-3,-4,2.7,-16,-4,-7,-1,8,0
CN1CCC(=O)N([C@H](CN=[N+]=[N-])Cc2ccccc2)CC1,5,0,0.3,-4,-10,-19,-9,2,3
O=C(Nc1ccc2c(c1)CCO2)Nc1nnc([C@H]2C[C@H](O)[C@@H](CO)O2)s1,nt,-7,0.3,nt,-16,-16,-4,0,2
COc1ccc(/C=N/Nc2ccc([N+](=O)[O-])cc2S(=O)(=O)N2CCN(C)CC2)cc1,-5,-3,0.4,-3,-13,-9,-4,2,5
COCC(C)n1c(C)cc(C(=O)COC(=O)c2ccc3c(c2)NC(=O)CS3)c1C (stereo not given),-17,11,4.9,-8,-5,-1,0,13,-10
O=c1[nH]c2cc3c(cc2cc1CN(Cc1nnnn1CC1CCCO1)C1CCCCC1)OCO3 (stereo not given),1,-20,1.5,-16,0,-2,-1,1,1
O=c1ccn([C@@H]2O[C@H](CNS(=O)(=O)c3csc(-c4ccno4)c3)[C@@H](O)[C@H]2O)c(=O)[nH]1,nt,-8,0.6,nt,-4,-16,-3,2,2
O=C1CC(c2cccc(Oc3ccccc3)c2)NC(=O)N1 (stereo not given),-12,12,0.4,-1,10,6,-3,0,-5
Cn1nnnc1Sc1ncnc2scc(-c3cccc4c3sc3ccccc34)c12,-4,7,0.2,-23,4,-8,-3,4,-3
C=CCn1c(COc2ccc(Cl)cc2)nnc1SCC(=O)NCC(=O)OCC,-12,1,4.5,-7,6,2,-3,1,6
COc1ccc(/C=C(/NC(=O)c2ccccc2)C(=O)NCCN2CCOCC2)cc1OC,1,1,0.2,-4,15,5,-2,1,1
CCCOC(=O)C(C)n1c(-c2ccccc2)nc2ccccc2c1=O (stereo not given),1,-9,0.0,-29,-4,-12,-1,1,8
COC(=O)C(NC(=O)c1ccc(OC)cc1)(Nc1ncc(S(=O)(=O)c2ccc([N+](=O)[O-])cc2)s1)C(F)(F)F (stereo not given),-6,-2,4.2,-13,0,-11,-1,8,2
CCOC(=O)c1sc(NC(=O)Nc2ccc(Cl)cc2)cc1C,-23,52*,13,79*,33*,46*,8,17,-23
N#Cc1cccc(NC(=O)COC(=O)CCc2ccc(S(=O)(=O)N3CCOCC3)cc2)c1,-12,-5,5.0,-9,8,-13,0,7,3
Cn1c(SCC(=O)NCc2ccc(F)cc2)ncc(C(=O)Nc2ccccc2)c1=O,1,-9,1.5,-18,-13,-8,-2,1,4
CCC(C)C(=O)Nc1nc(C)c(-c2csc(Nc3cc(Cl)ccc3OC)n2)s1 (stereo not given),-11,0,4.1,-27,-5,-4,-5,0,4
COc1ccc(CCC2(C)OCC(CCCCO)O2)cc1 (stereo not given),nt,-1,0.3,nt,7,-14,1,0,1
Cc1oc(-c2ccccc2)cc1C(=O)Nc1cccc(C(=O)O)c1,-4,-7,0.5,-6,-5,-9,-5,1,7
COc1ccc(NC(=O)CC(Cc2ccc(Cl)cc2)C(=O)O)cc1 (stereo not given),-7,-8,2.6,0,1,-8,1,1,12
O=C(CCCN1C(=O)c2cccc3cccc(c23)C1=O)NCc1ccco1,2,12,0.5,-7,-13,-11,-5,4,-2
CCN(c1ccccc1)S(=O)(=O)c1ccc(C(=O)NC2CCCCC2)cc1,nt,-3,6.8,nt,-16,-6,-2,13,-2
NS(=O)(=O)c1ccc(N/N=C/c2ccc(C(=O)O)cc2)c([N+](=O)[O-])c1,-4,-10,2.3,-8,4,-7,-2,0,10
Cc1ccc(S(=O)(=O)NC2CC(C)(C)NC(C)(C)C2)cc1C,-9,-17,0.6,4,-10,-10,-8,1,7
COCCN(C(=O)CNC(=O)c1ccco1)C(C(=O)NC1CCCCC1)c1cccs1 (stereo not given),-12,-2,-0.2,-19,5,7,-4,1,0
Cc1ccccc1NC(=S)N1CCCCCC1,nt,-7,1.2,nt,2,-9,-3,0,5
COc1ccc(Cc2c(N)nc(C)nc2N)cc1,0,-8,-0.2,-12,2,9,-12,1,14
Nc1nnc(SCC(=O)c2ccc([N+](=O)[O-])cc2)s1,-4,-5,2.0,-8,8,-14,-6,2,5
CCOC(=O)[C@H]1[C@H]2COc3ccccc3[C@@H]2N2C(=O)c3cc(C)ccc3NC(=O)[C@@]12C,0,0,-0.2,-17,2,2,-11,2,0
NC(=S)NN=C1c2cc(OCCN3CCOCC3)ccc2-c2ccc(OCCN3CCOCC3)cc21,-2,-2,7.8,-4,-11,14,4,13,9
Cc1ccccc1NC(=O)Cn1nnc(C(=O)NCc2ccco2)c1N,-3,4,0.1,1,-5,-2,-4,0,-2
Cc1ccc(-c2nnn(CC(=O)N(c3ccc4c(c3)OCCO4)C(C(=O)NCC3CCCO3)c3ccc(F)cc3)n2)o1 (stereo not given),-21,2,1.2,-28,0,-6,-4,3,11
NS(=O)(=O)c1ccc(CNC(=O)C2CCCCC2)cc1,-6,-6,0.8,2,17,-6,-6,0,2
C1=CCC(/C=N/n2cnnc2)CC1 (stereo not given),-2,-18,0.5,-5,5,-14,0,0,15
O=C(Nc1ccc(CN2CCCCC2)cc1)Nc1ccc(Br)cc1Cl,-7,-2,0.6,-9,9,-3,-4,6,4
CCn1cc(C(=O)O)c(=O)c2cnc(N3CCN(C(=S)NC(=O)c4ccc(F)c(F)c4)CC3)nc21,0,-12,0.2,-2,-6,-10,-2,1,6
Cn1cc(CCC(=O)NC2CC2)c2ccccc21,-4,3,0.4,0,8,11,-2,0,0
CCCCOc1ccccc1C(=O)NCCCCCC(=O)O,-6,-3,0.6,-10,0,-9,-2,1,1
Cc1cccc(OCC(=O)N2CCN(C(=O)COc3ccc(Cl)cc3)CC2)c1,-5,-8,5.1,-6,0,-11,-1,9,9

# (listing goes on)
Compound,OXTR potentiator,M1 antag,CHO-K1 Ca ag,CHO parental Ca,M4 antag,CHO-K1 Ca antag,CHRM1 agonist,M4 ag,M1 PAM
COc1ccc(S(=O)(=O)N2CCCC(C(=O)N3CCOCC3)C2)cc1OC (stereo not given),-6,-14,4.3,-7,4,20,-3,1,9
CCc1ccccc1S(=O)(=O)Cc1ccc(C(=O)NCC2CCCO2)o1 (stereo not given),-2,-10,0.4,-10,-2,-6,-2,1,8
Cc1ccc(S(=O)(=O)NC(CC(=O)NCc2ccco2)c2ccco2)cc1 (stereo not given),2,-9,0.5,-13,-1,-12,-3,1,6
COc1ccc(-n2c(=S)[nH]c3cc(C(=O)NCc4cccnc4)ccc3c2=O)cc1,-4,-7,0.2,-16,-12,-7,2,1,19
Oc1cccc(C(=S)N2CCC(Cc3ccccc3)CC2)c1,-8,-14,0.5,-12,-2,-7,-3,1,6
O=C1COc2ccc(S(=O)(=O)N3CCCCC3)cc2N1,-2,-7,1.8,1,-1,-14,-3,2,3
Cc1ccc(OCc2nnc(SCC(=O)N3CCOCC3)n2C)cc1,6,-4,0.2,-2,-1,-8,-6,0,3
CCOC(=O)c1c(NC(=O)CSc2nnc(-c3cccc(C)c3)n2CC)sc(C(C)=O)c1C,-8,4,2.2,-7,-10,-8,-5,4,-7
CCOc1ccc(N(CC(=O)Nc2ccccc2C(=O)NCc2ccco2)S(C)(=O)=O)cc1,-5,-4,1.1,-14,2,-12,-5,3,0
